Assay outcomes as filed in PubChem BioAssay.
All columns: NCI-60 one-dose screen, growth in % after 48 h at 10 µM unless noted; 100 = growth as untreated, 0 = no growth, -100 = all killed.
UACC-62 – UACC-62 melanoma | 81,000 compounds, 5.4% hits | AID 1794756
M14 – M14 melanoma; 80,000 compounds, 6.2% hits; AID 1794745
CCRF-CEM – CCRF-CEM leukemia. AID 1794778. 77,000 compounds, 7% hits
EKVX – EKVX NSCLC; AID 1794765; 71,000 compounds, 3% hits
A549/ATCC – A549/ATCC NSCLC; 81,000 compounds, 3.7% hits; AID 1794740
HOP-62 – HOP-62 NSCLC | 80,000 compounds, 3.9% hits | AID 1794735
HOP-92 – HOP-92 NSCLC cells | AID 1794738 | 71,000 compounds, 6.3% hits
RPMI-8226 – RPMI-8226 leukemia cells; 77,000 compounds, 7.5% hits; AID 1794781
* = called active by the depositor; . = not tested or not shown; & = joins results of further samples. How the source made its calls: active means growth percent below 10; inactive means the rest. A portion of the library, so the mix of outcomes need not match the whole.

SMILES	UACC-62	M14	CCRF-CEM	EKVX	A549/ATCC	HOP-62	HOP-92	RPMI-8226
CO[C@H](C(=O)O)[C@@H]1Cc2cc3cc(OC4CC(OC5CC(O)C(O)C(C)O5)C(O)C(C)O4)c(C)c(O)c3c(O)c2C(=O)[C@H]1OC1CC(OC2CC(OC3CC(C)(O)C(O)C(C)O3)C(O)C(C)O2)C(O)C(C)O1 (stereo partly specified)	-68*	-8.3*	24	31	14	21	25	6.7*
CCOC(=O)NP(=O)(N1CC1)N1CC1	109	98	79	74	104	105	111	109
C=C1[C@@H](C)C2[C@H](Cc3ccccc3)NC(=O)[C@]23[C@H](OC(C)=O)/C=C/[C@@](C)(O)C(=O)[C@@H](C)C/C=C/[C@H]3[C@@H]1O (stereo partly specified)	85	51	49	51	23	9.4*	-38*	20
CCCC1CCCCC12C(=O)NC(=O)NC2=O (stereo unspecified)	109&98	97&96	101&109	86	98&104	107	103	96
O=C(CF)NC(Cc1ccccc1)C(=O)O (stereo unspecified)	100&103	101&105	107&116	108&106	100	94	91	110&122
OC(c1ccccc1)C1CCNCC1 (stereo unspecified) (tested in a mixture with another compound)	95	101	105	.	110	102	.	103
O=S(=O)(CCl)C(Cl)(Cl)Cl	119	108	107	.	99	107	129	121
Cc1ccc2c(C(C[N+](=O)[O-])c3cccs3)c(-c3ccccc3)[nH]c2c1 (stereo unspecified)	38	19	15	36	29	26	25	12
C[C@]12CC[C@@H]3C4=C(CC[C@H]3[C@@H]1CC[C@@H]2O)CC(=O)CC4	83	107	96	72	98	103	.	92
O=C(C(=O)N1CCCC1)c1cn(Cc2ccccc2)c2ccccc12	80	84	92	94	105	89	37	88
C=CCC1(CCCCC)C(=O)NC(=S)NC1=O	100	112	97	103	101	106	102	100
CC1(C)C=Cc2c(ccc3c2[N+]([O-])=C2C3=C[C@@]34NC(=O)[C@]5(CCCN5C3=O)C[C@@H]4C2(C)C)O1	65	62	14	34	55	55	73	25
N/C(=N\O)c1cccnc1	100	106	107	.	98	94	113	117
CC(CCc1ccccc1)NC(C)C(O)c1ccc(O)cc1 (stereo unspecified)	104	110&113	102&98	118&112	102&106	103&109	91	102&101
C[C@]12CC[C@H]3[C@@H](CC=C4c5nc(-c6ccccc6O)sc5CC[C@@]43C)[C@@H]1CC[C@@H]2O	87	80	75	90	84	81	101	33
O=C(Oc1c(Cl)cc(Cl)cc1[N+](=O)[O-])C(Cl)(Cl)Cl	116	110	103	117	108	93	106	104
COc1ccc(C(C#N)C(C)=O)cc1 (stereo unspecified)	98	101	99	108	101	99	111	101
CSc1cc(/C=C(\C)[C@@H]2C[C@@H]3O[C@]3(C)CCC[C@H](C)[C@H](O)[C@@H](C)C(=O)C(C)(C)[C@@H](O)CC(=O)O2)n(CCNC(=O)OC(C)(C)C)n1	44	57	64	78	55	69	70	30
Cc1ccc(N2CCN(CCO)CC2)cc1	103&99	91&103	106&67	99&100	96&96	100&108	94	105&80
CN(N=O)C1(C)C2CCC(C2)C1(C)C (stereo unspecified)	.	96	68	100	99	101	94	105
c1ccc(Nc2nc(-c3ccc4ccccc4c3)c[se]2)cc1	76	92	102	64	89	93	63	98
Cc1cccc(OP(=O)(Oc2cccc(C)c2)Oc2cccc(C)c2)c1	62	97	96	103	90	91	83	94
Nc1ccc(C(=O)Oc2ccc(CCN3CCCCC3)cc2)cc1	96	101	90	119	101	101	70	95
CCCCCCC(C)(C)c1ccc([C@@H]2C[C@H](O)CC[C@H]2CCCO)c(O)c1	75	97	78	100	78	84	116	74
CN(N)c1ccc([N+](=O)[O-])cc1[N+](=O)[O-]	93	92	.	100	97	116	98	91
NC(Cc1ccc(O)cc1)C(=O)N/N=C/c1ccc(N(CCCl)CCCl)cc1 (stereo unspecified)	31	94	28	93	52	95	82	.
Nc1c(Cl)cccc1C(=O)O	103	84	98	101	78	86	79	88
COc1cccc(C=NC(Cc2cnc[nH]2)C(=O)O)c1O (stereo unspecified)	96	90	70	102	91	88	56	48
CCOP(=S)(OCC)Oc1nc(Cl)c(Cl)cc1Cl	96	106	99	100	100	101	58	.
COc1cc(C2(C#N)CCN(C)CC2)cc(OC)c1OC	94	91	116	112	89	103	100	106
CCN(CC)CC(=O)c1ccc(O)c(O)c1	91	99	89	100	105	100	118	87
CC(C)CN1CC1c1ccccc1 (stereo unspecified)	100	92	120	105	101	126	87	102
C#C[C@@H]1CC2C3CCC4=C[C@@H](OC(C)=O)CCC4C3CC[C@]2(C)[C@H]1OC(C)=O (stereo partly specified)	71	98	82	57	88	90	84	69
C[Se]CC(O)C(=O)N1CCOCC1 (stereo unspecified)	96	97	104	96	81	87	94	95
CNCC(O)c1ccc(O)cc1 (stereo unspecified)	98&99	98&100	101	103	93	93&99	.	95&120
COC(=O)C1CN1/C(C)=N/N=C1\C(=O)Nc2ccc(F)cc21 (stereo unspecified)	97	105	100	99	99	106	103	92
O=C1CC(=O)N(Cc2ccccc2)C(=O)N1Cc1ccccc1	97	104	98	106	102	111	.	102
O=C(CBr)OCCOC(=O)CBr	81	81	-15*	101	93	109	114	34
ClC(CN(Cc1ccccc1)Cc1ccccc1)c1ccccc1 (stereo unspecified)	84	95	97	95	91	98	93	104
CC(C)N=C(NC(C)C)N1CC1	105	128	116	102	101	108	.	121
COc1ccc2nc3c(C)n(C)ccc-3c2c1	95	97	106	61	83	91	85	102
CCN1CCc2ccccc2C1	103	115	91	127	100	118	.	.
CN1C(=O)CCS(=O)(=O)C1c1ccc(Cl)cc1 (stereo unspecified)	105	102	104	104	99	.	98	109
COc1ccc2c(c1)c(-c1nc(-c3cn(C)c4ncccc34)cs1)cn2CCCCN1CCOCC1	3.6*	-67*	2.1*	60	48	31	48	-18*
COc1cc2c(cc1OC)[C@@]13CCN4C=C5[C@H](C(F)(F)F)CO[C@H]6CC(=O)N2[C@H]1[C@H]6[C@H]5C[C@H]43	94	109	102	104	105	104	131	109
Cn1cc(C(=O)C[n+]2ccccc2)c2ccccc21	105	99	97	65	102	96	92	98
O=[N+]([O-])c1cccc2c([As](=O)(O)O)cccc12	94	104	92	99	106	100	76	87
CC(=O)OC1CCC2C3CCC4=C/C(=N/OC(=O)c5ccc(N(CCCl)CCCl)cc5)CCC4(C)C3CC(C)C12 (stereo unspecified)	73	90	15	.	57	79	93	71
C[C@]12CC[C@H]3[C@@H](CC[C@@H]4C[C@@H](O[C@@H]5O[C@H](CO)[C@@H](O)[C@H](O)[C@H]5O)CC[C@@]43C=O)[C@@]1(O)CC[C@@H]2c1ccc(=O)oc1	96	101	100	101	81	79	96	105
NC(=O)OCc1ccccc1	97	102	79	77	109	101	92	83

19 consecutive compounds from above, for reference:
SMILES	UACC-62	M14	CCRF-CEM	EKVX	A549/ATCC	HOP-62	HOP-92	RPMI-8226
CCOP(=S)(OCC)Oc1nc(Cl)c(Cl)cc1Cl	96	106	99	100	100	101	58	.
COc1cc(C2(C#N)CCN(C)CC2)cc(OC)c1OC	94	91	116	112	89	103	100	106
CCN(CC)CC(=O)c1ccc(O)c(O)c1	91	99	89	100	105	100	118	87
CC(C)CN1CC1c1ccccc1 (stereo unspecified)	100	92	120	105	101	126	87	102
C#C[C@@H]1CC2C3CCC4=C[C@@H](OC(C)=O)CCC4C3CC[C@]2(C)[C@H]1OC(C)=O (stereo partly specified)	71	98	82	57	88	90	84	69
C[Se]CC(O)C(=O)N1CCOCC1 (stereo unspecified)	96	97	104	96	81	87	94	95
CNCC(O)c1ccc(O)cc1 (stereo unspecified)	98&99	98&100	101	103	93	93&99	.	95&120
COC(=O)C1CN1/C(C)=N/N=C1\C(=O)Nc2ccc(F)cc21 (stereo unspecified)	97	105	100	99	99	106	103	92
O=C1CC(=O)N(Cc2ccccc2)C(=O)N1Cc1ccccc1	97	104	98	106	102	111	.	102
O=C(CBr)OCCOC(=O)CBr	81	81	-15*	101	93	109	114	34
ClC(CN(Cc1ccccc1)Cc1ccccc1)c1ccccc1 (stereo unspecified)	84	95	97	95	91	98	93	104
CC(C)N=C(NC(C)C)N1CC1	105	128	116	102	101	108	.	121
COc1ccc2nc3c(C)n(C)ccc-3c2c1	95	97	106	61	83	91	85	102
CCN1CCc2ccccc2C1	103	115	91	127	100	118	.	.
CN1C(=O)CCS(=O)(=O)C1c1ccc(Cl)cc1 (stereo unspecified)	105	102	104	104	99	.	98	109
COc1ccc2c(c1)c(-c1nc(-c3cn(C)c4ncccc34)cs1)cn2CCCCN1CCOCC1	3.6*	-67*	2.1*	60	48	31	48	-18*
COc1cc2c(cc1OC)[C@@]13CCN4C=C5[C@H](C(F)(F)F)CO[C@H]6CC(=O)N2[C@H]1[C@H]6[C@H]5C[C@H]43	94	109	102	104	105	104	131	109
Cn1cc(C(=O)C[n+]2ccccc2)c2ccccc21	105	99	97	65	102	96	92	98
O=[N+]([O-])c1cccc2c([As](=O)(O)O)cccc12	94	104	92	99	106	100	76	87

(list continues)
SMILES	UACC-62	M14	CCRF-CEM	EKVX	A549/ATCC	HOP-62	HOP-92	RPMI-8226
CCC(=O)c1ccc(OC)cc1	101	94	105	99	102	100	82	102
CCCCCC(=O)P(=O)(OCC)OCC	99	104	100	102	100	104	104	106
COc1ccc(C2=NN(c3cc(Cl)cc(Cl)c3)C(c3sc(N(CCCl)CCCl)nc3Cl)C2)cc1 (stereo unspecified)	82	98	92	97	91	106	95	92
CC(=O)O[C@H]1CC[C@@]2(C)C(=CC[C@H]3[C@@H]4CC[C@H](C(C)C(=O)N(CCCl)CCCl)[C@@]4(C)CC[C@@H]32)C1 (stereo partly specified)	73	77	.	.	66	73	85	59
CN(C)CCC(C(=O)N(C)C)(c1ccccc1)c1ccccc1	100	104	107	99	99	102	103	109
C#CC(C)(O)CC (stereo unspecified)	101	.	110	.	97	96	95	102
C[C@]12C[C@@H](CO)[C@H](O)C[C@@H]1CC[C@@H]1[C@@H]2CC[C@]2(C)[C@@H](O)CC[C@@H]12	106	103	.	.	100	107	87	92
COc1cc(N(CCCl)CCCl)c(OC)cc1/C=N/NC(=O)CC(N)C(=O)O (stereo unspecified)	96	103	98	.	95	94	116	112
COc1ccccc1C(O)(C(=O)OCCSC)c1ccccc1OC	100	99	99	111	93	105	115	102
O=C(O)P(=O)(O)O	100	105	.	103	101	99	.	.
Oc1c(Br)cccc1Br	105	111	.	111	111	111	.	.
Cc1ccc(C(=O)C2C(c3ccccc3)N2C2CCCCC2)cc1 (stereo unspecified)	91&102	92&94	96&94	.	105&100	101&112	78	94&79
COc1cc2c(cc1OC)-c1c3c(cc4c1[C@@H](C2)N(C)CC4)OCO3	45	55	42	67	53	44	6.0*	24
CC(C)CCCCCCCO[P+](=O)OCCCCCCCC(C)C	102	98	.	.	106	113	116	106
O=[N+]([O-])c1ccc(CN2CCN(c3ccccc3)CC2)cc1	77	105	109	96	85	104	82	145
O=C(CC1(O)C(=O)N(Cc2ccccc2)c2ccc(Br)cc21)c1ccc(C(=O)NCC2CCC3(CC2)OOC2(CCCCC2)OO3)cc1 (stereo unspecified)	81	42	-42*	-65*	-61*	-56*	-74*	-7.7*
Cc1ccc(S(=O)(=O)F)c(Cl)c1	107	106	98	.	97	98	.	103
CCOC(=O)P(=O)(OCC)OCC	97	116	118	124	101	109	95	112
CC12CCC3C(C=CC4=C(N)C(=O)CCC43C)C1CCC2=O (stereo unspecified)	81	80	6.6*	98	103	112	62	.
OC1C=CC2CC1(O)C1CCCCN1O2 (stereo unspecified)	100	104	107	108	99	96	111	107
CC1CC(C)OP(=O)(OCCC#N)O1 (stereo unspecified)	93	111	95	.	107	97	92	114
OCCNC(Cc1ccccc1)c1ccccc1Cl (stereo unspecified)	88	95	89	97	91	87	66	81
O=P(Oc1ccccc1)(Oc1ccccc1)Oc1ccccc1-c1ccccc1	66	98	82	109	89	88	93	78
ClCCN(CCCl)c1ccc(/C=N\N=C\c2ccc(N(CCCl)CCCl)cc2)cc1	25	13	25	47	14	39	77	40
CC12CCC=CC1CCC1C2CCC2(C)C(c3ccc(=O)oc3)CCC12O (stereo unspecified)	-65*	-30*	-17*	-90*	-52*	-72*	-11*	-14*
ClC(Cl)=C(Cl)C(Cl)=C(Cl)Cl	101	103	104	.	104	108	71	107
CCCC1OCC2(CO)COC(CCC)N12 (stereo unspecified)	102	98	97	100	103	105	96	99
O=C1C=Cc2ccccc2C1=O	100	39	74	83	98	73	94	94
Oc1ccc(C(=C(Cl)Cl)c2ccc(O)cc2)cc1	51	62	70	.	91	95	71	58

Complete entries, quoted from the list. Values in the order: UACC-62, M14, CCRF-CEM, EKVX, A549/ATCC, HOP-62, HOP-92, RPMI-8226
O=P(Oc1ccccc1)(Oc1ccccc1)Oc1ccccc1-c1ccccc1 is entered as 66, 98, 82, 109, 89, 88, 93, 78
O=C1C=Cc2ccccc2C1=O is entered as 100, 39, 74, 83, 98, 73, 94, 94
